rCAG RNA binder: r(CAG) repeat RNA binding; TO-PRO-1 dye displacement fluorescence; inhibition, % at 3 µM; 1.3% of 370,000 active; AID 651821;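 active = inhibition above the plate cutoff, the mean of all test compounds on that plate plus 3 SD, cut at about 35% in these data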;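 also: 0% = DMSO alone and 100% = 100 µM mitoxantrone as full dye displacement; higher means more dye released from RNA so lower well fluorescence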
TDP2 inh: TDP2 (human) inhibition, absorbance primary screen | 0.34% of 370,000 active | recombinant TDP2, T5PNP hydrolysis, p-nitrophenol absorbance 415 nm | O95551 | inhibition, % at 12.8 µM;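 active = inhibition above the mean of all tested compounds plus 3 SD, set per campaign, cut at about 25% in these data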;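 also: 0% = DMSO with enzyme and 100% = buffer with substrate but no TDP2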
Target sequence (O95551 whole entry, looked up): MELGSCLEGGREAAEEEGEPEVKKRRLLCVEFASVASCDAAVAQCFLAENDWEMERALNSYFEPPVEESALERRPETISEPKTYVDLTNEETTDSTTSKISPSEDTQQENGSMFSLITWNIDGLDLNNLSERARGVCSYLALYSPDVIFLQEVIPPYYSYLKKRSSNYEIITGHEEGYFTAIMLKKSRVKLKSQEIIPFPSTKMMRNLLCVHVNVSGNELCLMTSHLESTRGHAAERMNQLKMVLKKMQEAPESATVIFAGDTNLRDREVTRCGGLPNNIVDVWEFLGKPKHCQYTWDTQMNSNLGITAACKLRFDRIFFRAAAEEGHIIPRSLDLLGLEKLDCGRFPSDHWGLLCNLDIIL
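Evaluation: % inhibition relative to enzyme-containing and enzyme-free wells. Material: recombinant human TDP2. Benchmarks: enzyme-free and DMSO wells. Timing: enzyme reaction with compound for 2 h at 37 °C. Compound dosing: 12.8 µM only. Measured by: p-Nitrophenol epi absorbance. Reagent: T5PNP substrate at 5 mM, a TopII-DNA adduct mimic. Replication: single well per compound.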
LEDGF integ inh: blocks HIV-1 LEDGF/p75-dependent DNA integration. inhibition, % at 3.7 µM. TR-FRET IN-LEDGF/p75 DNA integration, Eu/Cy5. AID 743269. 0.64% of 370,000 active;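 active = inhibition above the screen-wide mean plus 3 SD, cut at about 13% in these data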;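 also: signal is the Cy5 over europium emission ratio at 671 and 618 nm; 0% = plate median of compound wells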
PG9 Ab binder: PG9 antibody binding by small molecule | TR-FRET gp120-PG9 antibody binding | inhibition, % at 6.7 µM | 0.43% of 360,000 active | AID 624416; in the data active = inhibition above about 8.5%
Rev-erbA mod: Rev-erb alpha (human) modulation; P20393; Rev-erbα–FITC-DNA binding, fluorescence polarization, 90 min; activity, % at 10 µM; 0.79% of 370,000 active; AID 1259318;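 active = activity above about 14%, limit read from the data; passing the limit was not always enough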;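 also: 0% = DMSO wells with 35 nM protein and 100% = DMSO wells with 750 nM protein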
Target sequence (P20393 whole entry, looked up): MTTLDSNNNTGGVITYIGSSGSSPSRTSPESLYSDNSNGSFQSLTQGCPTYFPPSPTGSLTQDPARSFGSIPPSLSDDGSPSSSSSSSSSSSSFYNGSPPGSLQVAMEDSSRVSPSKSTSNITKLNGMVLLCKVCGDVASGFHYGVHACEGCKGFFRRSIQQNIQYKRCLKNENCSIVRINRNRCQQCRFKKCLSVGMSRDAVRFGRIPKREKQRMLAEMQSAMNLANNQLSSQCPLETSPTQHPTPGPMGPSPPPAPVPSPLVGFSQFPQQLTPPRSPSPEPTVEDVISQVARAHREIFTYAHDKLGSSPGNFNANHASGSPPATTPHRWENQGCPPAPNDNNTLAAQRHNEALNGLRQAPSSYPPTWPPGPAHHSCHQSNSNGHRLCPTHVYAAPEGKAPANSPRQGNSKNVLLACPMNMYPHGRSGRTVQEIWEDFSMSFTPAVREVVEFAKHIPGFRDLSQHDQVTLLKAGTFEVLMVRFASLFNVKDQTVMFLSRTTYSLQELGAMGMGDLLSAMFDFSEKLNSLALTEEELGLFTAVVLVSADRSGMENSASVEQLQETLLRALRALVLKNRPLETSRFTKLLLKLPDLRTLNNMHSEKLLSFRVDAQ
SIAE primary: human SIAE inhibition, primary screen | inhibition, % at 9.66 µM | Q9HAT2 | 0.69% of 370,000 active | SIAE FP-Rh probe binding, fluorescence polarization;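 active = inhibition above a cutoff: mean of compounds within the control limits plus 3 SD of those, cut at about 17% in these data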;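 also: 0% = plate median of compound wells and 100% = probe without SIAE protein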
HTRA1 inhibitor: HTRA1 (human) protease inhibition; Q92743; recombinant HTRA1, FP-rhodamine activity-based probe, fluorescence polarization; inhibition, % at 5.96 µM; 0.5% of 340,000 active; AID 504803; in the data active = inhibition above about 36%;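 also: 0% = enzyme with DMSO and 100% = wells lacking enzyme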
PRMT1 FP inh: inhibitors of human PRMT1 | Q99873 | recombinant PRMT1, activity-based probe fluorescence polarization | inhibition, % at 2.79 µM | 1.3% of 370,000 active | AID 652257;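 active = inhibition above about 21% made by adding two undisclosed values, limit read from the data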
ABHD4 inh: ABHD4 (mouse) inhibition, primary FP screen; inhibition, % at 8.92 µM; purified mABHD4, FP-Rh probe fluorescence polarization; 0.54% of 370,000 active; AID 720543;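 active = inhibition exceeding the mean over every tested compound plus 3 SD, cut at about 30% in these data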;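 also: 0% = plate median of compound wells and 100% = S159A mutant with DMSO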
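Assay system: mABHD4 protein; medium: HEPES pH 7.0, NaCl, Pluronic buffer; dosing: 8.92 µM, single dose; schedule: 45 min + 60 min at 25 °C; signal: FP readout, ex 525 nm / em 598 nm; read-out: normalized percent inhibition of probe labeling; repeats: single replicate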
TCR CD3 inh: human TCR-CD3 binding inhibition; TAMRA-labeled TCR probe fluorescence, biochemical; inhibition, % at 9.4 µM; 0.37% of 360,000 active; AID 651800; in the data active = inhibition above about 19%;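 also: recombinant mutant TCR 2C K166C tagged with TAMRA read by polarization; 0% = receptor in buffer alone and 100% = receptor with positive control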
Active calls of the source: *; x = no result given. A portion of the library; count on the stated rates, not on these rows.

mol	rCAG RNA binder	TDP2 inh	LEDGF integ inh	PG9 Ab binder	Rev-erbA mod	SIAE primary	HTRA1 inhibitor	PRMT1 FP inh	ABHD4 inh	TCR CD3 inh
CCCn1c(N2CCN(C(=O)N3CCCCC3)CC2)nc2ccccc21	-4	-8	-1	-2.2	0	7	-3	-2	4	5
CCC(C)(C)C1CCc2c(sc(NC(=O)c3ccoc3C)c2C(N)=O)C1 (stereo not given)	8	4	5	0.1	3	4	-7	2	0	-4
CCOC(=O)N1CCN(C(=O)CSc2nnc(Cc3ccccc3)o2)CC1	-2	-5	1	-0.3	4	0	7	-3	-2	-4
CC(C)(C)c1[nH]nc2c1C(c1ccncc1)C(C#N)=C(N)O2 (stereo not given)	3	7	0	-0.1	-4	8	-27	-1	-1	-2
O=C(NCCc1c[nH]c2ccccc12)C(F)(F)C(F)F	2	-6	-2	0.1	0	-2	0	-5	-7	4
Cc1[nH]c2ccccc2c1C(=O)CN1C(=O)NC2(CC(C)CC(C)(C)C2)C1=O (stereo not given)	8	-8	-2	-1.5	-3	2	-29	0	-3	-2
COc1ccccc1OCC(=O)NC1CCSc2ccccc21 (stereo not given)	2	2	1	-0.3	-6	3	1	1	-5	0
CC1(C(=O)NS(=O)(=O)Cc2cccc(Cl)c2)CCN1C(=O)c1ccc(C2CCCCC2)cc1 (stereo not given)	13	7	-3	-1.0	-2	-1	x	1	0	7
CC(=O)NC(c1ccccc1)c1cc(Cl)c2cccnc2c1O (stereo not given)	0	-15	0	-1.8	-1	20*	70*	-5	13	-11
CCOc1ccc(CCNC(=O)Cn2ccc3ccccc3c2=O)cc1OCC	-3	2	5	-0.3	-1	2	2	-9	-2	3
CCN1CCN(c2ccc(S(=O)(=O)N3CCOCC3)cc2NC(=O)/C=C/c2ccc(OC)cc2OC)CC1	-1	-8	0	-0.7	-2	1	-8	-2	1	-4
CCS(=O)(=O)Nc1cc(C(=O)O)ccc1C	-3	4	4	-2.4	0	3	3	-1	0	5
Nc1c(-c2ccc(Cl)cc2)cnn1-c1cc(C(F)(F)F)cc(C(F)(F)F)c1	-3	11	0	-3.1	-5	8	9	-3	-2	4
O=C(CSc1nc2ccccc2o1)N/N=C/c1ccco1	2	0	-1	-1.2	-5	15	4	2	4	0
COc1cccc(NC(=O)c2ccc(N3C(=O)C4CCC(C)CC4C3=O)cc2)c1 (stereo not given)	-3	-4	-3	0.5	-5	-3	-14	1	0	-8

Overlap with the part before: 3 compounds; new compounds follow.
mol	rCAG RNA binder	TDP2 inh	LEDGF integ inh	PG9 Ab binder	Rev-erbA mod	SIAE primary	HTRA1 inhibitor	PRMT1 FP inh	ABHD4 inh	TCR CD3 inh
Nc1c(-c2ccc(Cl)cc2)cnn1-c1cc(C(F)(F)F)cc(C(F)(F)F)c1	-3	11	0	-3.1	-5	8	9	-3	-2	4
O=C(CSc1nc2ccccc2o1)N/N=C/c1ccco1	2	0	-1	-1.2	-5	15	4	2	4	0
COc1cccc(NC(=O)c2ccc(N3C(=O)C4CCC(C)CC4C3=O)cc2)c1 (stereo not given)	-3	-4	-3	0.5	-5	-3	-14	1	0	-8
CCCCN(CC)CCNC(=O)c1cc2c(=O)n(C)c3ccccc3c2s1	14	-30	5	1.7	2	-4	-1	-6	-10	-6
COC(=O)c1ccc(C23CC4(C2)[C@H](CN(C)[C@@H]4c2ccccc2)C3c2ccc(C(F)(F)F)cc2)cc1 (stereo not given in full)	1	3	-1	-0.3	-1	3	-24	-6	4	3
CC(C)(C)c1ccc(/C=C/C(=O)N2CCOCC2)cc1	-1	-19	1	-0.6	2	3	4	-3	-4	-10
COC(=O)c1ccc(CN(Cc2ccc(C(=O)OC)o2)C(C)(C)C)o1	-8	0	0	2.2	-4	-1	3	1	-7	0
CCCCn1c2c(c(=N)c3c1CCC3)CCC2	5	5	2	-0.1	0	2	-7	2	1	4
CCCCN(C)S(=O)(=O)c1ccc(C(=O)N=c2sc3cc(NC(C)=O)ccc3n2C)cc1	1	4	-5	3.1	42*	-2	-1	0	-4	-5
Cc1ccc(N2CC(C(=O)Nc3ccc(S(=O)(=O)N4CCCC4)cc3)CC2=O)cc1C (stereo not given)	3	3	2	-1.8	-5	5	-1	-1	0	4
CN(C)S(=O)(=O)c1ccc(C(=O)NCC(=O)N/N=C/c2ccco2)cc1	3	-13	-2	-2.8	0	2	2	-2	-3	3
COc1cc(OC)cc(N2CCN(S(=O)(=O)c3ccc(-n4cnnn4)cc3)CC2)c1	0	-13	-2	-1.4	1	-1	8	-7	5	7
N/C(=N\OC(=O)c1ccc(F)cc1)c1nonc1N	3	10	-2	-2.1	-3	-6	7	-2	7	-3
COc1cc(NC(=O)CN(C)S(=O)(=O)c2ccc(-c3ccc(=O)[nH]n3)s2)cc(OC)c1	29	-5	1	-1.7	-3	-33	-14	0	-22	8
CCCCN(C(=O)CCC(=O)Nc1cc(C)on1)C(C(=O)NC1CCCC1)c1ccccc1OCC (stereo not given)	-10	-9	-2	-2.5	4	0	-13	0	-2	-7
COc1cccc(CC2(CO)CCCN(Cc3cc(F)ccc3-n3cccn3)C2)c1 (stereo not given)	-6	-8	1	-2.5	0	2	-9	-2	-5	-1
COc1ccc(N2CC(C(=O)Nc3cc(C(F)(F)F)ccc3N3CCCC3)CC2=O)c(OC)c1 (stereo not given)	-2	-4	4	-0.3	-5	10	-3	-2	-1	-6
Cc1cccc(C(=O)OCC(=O)N(CC(C)C)c2c(N)n(Cc3ccccc3)c(=O)[nH]c2=O)c1O	-2	-5	1	-2.1	-4	-1	-1	-3	-6	1
COc1cc(C(=O)NCC(=O)NCC(c2ccco2)N2CCCCC2)cc(OC)c1OC (stereo not given)	-2	1	3	-1.4	1	-12	5	1	5	-3
CC(=O)N1CCOc2ccc(S(=O)(=O)Nc3ccc(Cl)cn3)cc21	6	1	-2	-1.9	-2	2	-3	-1	4	9
CCc1nnc(NC(=O)c2cc(-c3ccccn3)nc3ccc(Br)cc23)s1	7	4	1	1.6	2	-1	-2	1	-3	-1
CCc1ccc(-c2cc3c(=O)n(CC(=O)NCCCN4CCC(Cc5ccccc5)CC4)nc(C)n3n2)cc1	1	-8	10	-0.1	-1	-1	2	0	7	7
CCOCc1nc2nc(Cl)c(Cl)nc2[nH]1	3	-1	-3	1.4	-1	-3	10	8	22	-7
CCN1C(=O)[C@H]2[C@H]3CN=C(SCc4ccc(C#N)cc4)N3[C@@](C)(C(=O)OC)[C@H]2C1=O	2	-4	-1	-1.7	-1	5	1	8	3	1
COc1cccc(OCCCCSc2ncccn2)c1	-3	0	2	-0.1	4	3	-8	8	-8	-8
CN1CCN(S(=O)(=O)c2ccc(C#N)cc2)C(c2ccccc2)C1 (stereo not given)	2	5	4	-0.5	-2	-1	6	-4	1	3
COc1ccc(S(=O)(=O)N2CCC(NC(=O)C(Cc3cccc(OC)c3OC)NC(C)=O)CC2)cc1 (stereo not given)	-9	7	-1	-0.4	0	2	x	-1	0	7
CCOc1cc(NC(=S)NCCCN(C)C)c(OCC)cc1NC(=O)c1cccs1	1	-11	5	-1.5	0	3	-1	0	4	-1
O=C(Nc1ccccc1F)c1ccc(Cn2cc(Cl)cn2)cc1	-1	-5	-3	1.1	5	-8	-10	-1	-4	11
CCCCCCCN1C=CC(=O)CC1	1	-5	-3	0.9	-5	3	1	4	-1	4
COc1cc(NS(=O)(=O)c2c(C)[nH]c(C)c2C(=O)N2CCCCC2)cc(OC)c1OC	-3	-11	1	0.1	-4	-1	-3	-8	5	2
CC(=O)Nc1ccc(-c2ccnc3c2CC(C)(C(=O)NCCc2ccccc2)O3)cc1 (stereo not given)	-2	-9	2	-0.5	4	-4	x	-3	-11	-6
O=C(CSc1nnc(NC(=O)c2ccco2)s1)Nc1ccccc1F	2	11	-3	0.4	8	-5	-14	-4	5	2
O=C(COc1ncnc2ccccc12)NC1CCCC1	0	-7	-1	-1.0	-6	0	-5	-3	7	1
N/C(=N\OC(=O)c1cccc2ccccc12)c1ccccn1	4	8	-2	-1.8	2	8	-4	-1	-1	6
O=C(CCc1ccccc1)Nc1nnc(-c2ccc3c(c2)CCCC3)o1	3	7	1	-0.7	-3	-3	6	0	1	-2
CC(=O)N(CCOc1ccccc1)CCOc1ccccc1	0	1	3	0.9	-4	6	5	-3	2	7
C=CCn1c(SCC(=O)Nc2ccccc2C)nnc1-c1ccncc1	6	-4	-2	0.8	-3	-1	0	6	-7	-5
O=C(O)CCC(=O)Nc1ccc(C(=O)OC2CCCCC2)cc1	6	-13	1	-1.4	6	5	-3	2	5	1
CCN(CC)c1nc2ccccc2c(N)c1-c1ccccc1	2	-9	0	1.3	6	3	2	-1	9	2
CN(C)CCCN1C(=O)c2oc3ccccc3c(=O)c2C1c1cccs1 (stereo not given)	10	8	3	0.2	0	4	-1	1	4	5
Cc1cc(C)[n+](-c2ccc(Oc3ccccc3)c(S(=O)(=O)[O-])c2)[nH]1	7	-6	3	-1.9	2	-1	2	-2	1	-2
COc1ccc(CC(=O)NCc2n[nH]c(=S)n2-c2cccc(Cl)c2)cc1	1	5	-3	1.0	2	10	-5	4	-4	-6
CC(C)(C)OC(=O)N[C@@H](Cc1ccccc1)c1nnc(SCC(N)=O)o1	-5	7	1	-0.5	-2	-2	9	3	1	3
O=C(Nc1cccnc1Cl)c1cc2ccccc2o1	1	-8	-2	-2.2	-1	-5	-12	2	0	4
O=C(O)c1cc2c(ccc3ccccc32)o1	0	3	-3	-2.4	-4	-1	8	1	-12	2
c1ccc(CSC2=NCCCN2)cc1	0	-8	-1	-0.7	2	-5	4	1	3	-5
COc1ccccc1N1CCN(C(=O)c2cc(-c3cccs3)on2)CC1	-1	-10	3	-5.4	5	-1	-7	0	-1	4
COc1ccc(NC(=O)CSc2nc3ccsc3c(=O)n2Cc2ccccn2)c(OC)c1	-4	4	-3	0.2	-2	5	-1	29*	5	13
Cc1nn(CC(=O)NCCc2ccccc2)c(C)c1[N+](=O)[O-]	0	-4	0	-0.9	-6	3	2	0	4	-4
CCN(CC(=O)N1CCOCC1)S(=O)(=O)c1ccc(C)cc1	-2	6	-2	1.1	-3	3	3	1	5	-3
NC(=O)CC(NC(=O)Cc1cccc2ccccc12)c1ccc(NCc2ccccc2)c([N+](=O)[O-])c1 (stereo not given)	2	7	-2	-0.8	-3	-5	-4	-1	2	8
CCCCN(CCCC)c1ccc(C(=O)c2ccccc2C(=O)O)c(O)c1	72*	-4	1	-0.9	-2	6	-18	-1	15	6
CC(NCc1ccccc1Cl)C(=O)Nc1ccc(C#N)cc1 (stereo not given)	-6	-2	-6	0.2	4	-2	-6	2	4	0
